eIF4E-4G inh = eIF4E–eIF4G protein interaction inhibitors, primary screen, biochemical, uHTS, TR-FRET, eIF4GI fragment | TR-FRET eIF4E-eIF4GI(517-606) binding, 2 h | inhibition, % at 21.7 µM | 0.37% of 220,000 active | AID 782, 2007;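 also: 0% = full FRET control wells and 100% = background wells lacking eIF4GI fragment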
Rad51 HR inh = human RAD51 strand exchange inhibitors, primary screen, biochemical, fluorescence. DNA repair protein RAD51 homolog 1 (Homo sapiens), Q06609. hRad51 DNA strand exchange, fluorescence dequenching. inhibition, % at 10 µM. 0.085% of 200,000 active;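 active = inhibition above 40% at the single screening dose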;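 also: 0% = DMSO control wells and 100% = blanks with heterologous ssDNA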
Target sequence (Q06609 whole entry, looked up): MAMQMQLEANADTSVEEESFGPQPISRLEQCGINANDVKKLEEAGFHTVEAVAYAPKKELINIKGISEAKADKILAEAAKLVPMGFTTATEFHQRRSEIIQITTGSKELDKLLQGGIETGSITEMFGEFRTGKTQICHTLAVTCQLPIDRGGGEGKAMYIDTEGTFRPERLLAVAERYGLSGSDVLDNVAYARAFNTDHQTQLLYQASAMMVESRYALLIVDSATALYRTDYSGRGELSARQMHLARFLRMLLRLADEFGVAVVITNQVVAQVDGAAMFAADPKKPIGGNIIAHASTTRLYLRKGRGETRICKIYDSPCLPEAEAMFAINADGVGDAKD
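Assay system: Human Rad51 nucleoprotein filaments preassembled on unlabelled ssDNA | Reagent: Donor/quencher-labelled 47-bp dsDNA substrate | Doses: One concentration, 10 µM final | Times: 37 °C 15-min filament assembly, 30-min compound preincubation, 15-min exchange | Technique: Fluorescein emission 520 nm, excitation 485 nm | Benchmarks: Plate control and blank wells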
EBV gp42 block = Epstein-Barr virus gp42 inhibitors, primary screen, biochemical, uHTS, fluorescence polarization | 0.42% of 220,000 active | Glycoprotein 42 (Epstein-Barr virus (strain AG876)), Q1HVG2 | AID 1085, 2008 | inhibition, % (tested at 21.74 µM) | Fluorescence polarization binding assay, mP read-out; in the data active = inhibition above about 50%
Target sequence (Q1HVG2 whole entry, looked up): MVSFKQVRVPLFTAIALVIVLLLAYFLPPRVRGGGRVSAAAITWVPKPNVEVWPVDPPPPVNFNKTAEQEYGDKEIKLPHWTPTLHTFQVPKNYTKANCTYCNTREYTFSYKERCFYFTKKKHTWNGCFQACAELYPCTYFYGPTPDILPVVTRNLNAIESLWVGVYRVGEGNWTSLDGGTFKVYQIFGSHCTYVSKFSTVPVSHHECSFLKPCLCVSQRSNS
14-3-3 Bad inh = inhibitors of 14-3-3 zeta/Bad binding, primary screen, biochemical, TR-FRET, bovine 14-3-3 zeta; 14-3-3 protein zeta/delta (Bos taurus), P63103; TR-FRET 14-3-3zeta/Dy647-pBad peptide displacement, 1 h; inhibition, % at 21.7 µM; 0.71% of 220,000 active; AID 781, 2007;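 active = inhibition above about 70%, limit read from the data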;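 also: 0% = full 14-3-3 plus peptide FRET controls and 100% = background without 14-3-3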
Target sequence (P63103 whole entry, looked up): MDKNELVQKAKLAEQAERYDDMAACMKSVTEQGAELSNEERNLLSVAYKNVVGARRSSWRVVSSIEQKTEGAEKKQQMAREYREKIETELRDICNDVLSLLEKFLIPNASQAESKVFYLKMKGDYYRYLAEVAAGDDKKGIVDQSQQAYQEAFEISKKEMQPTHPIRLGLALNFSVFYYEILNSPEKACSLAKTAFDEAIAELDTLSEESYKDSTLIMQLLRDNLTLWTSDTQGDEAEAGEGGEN
Cl transport mod = KCC2 cotransporter modulators, thallium flux, primary screen, cell-based, HEK293 KCC2, FluoZin-2 fluorescence, MLSMR | Solute carrier family 12 member 5 (Homo sapiens), Q9H2X9 | KCC2 cells, thallium flux FluoZin-2 fluorescence | B-score of Tl+ flux slope (higher = more flux/activation; lower = inhibition) at 10 µM | 2.2% of 190,000 active;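 active = thallium flux slope and its plate-corrected score both differing from the plate sample mean at a set confidence after two filtering rounds, in either direction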;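 also: slope of fluorescence scaled to starting intensity during 10 to 20 s after thallium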
Furin inhibitor = human furin inhibitors, primary screen, biochemical, fluorescence intensity | 0.061% of 220,000 active | purified furin, fluorogenic substrate cleavage | inhibition, % at 30 µM | P09958 | AID 463115, 2010; in the data active = inhibition above about 25%; also: inactives centre near -15
Thrombin inh = human alpha-thrombin inhibitors, primary screen, counter-screen for coagulation protease inhibitor project, biochemical, 1536-well, fluorogenic AMC substrate; Prothrombin (Homo sapiens), P00734; Boc-VPR-AMC fluorogenic substrate cleavage; inhibition, % at 5 µM; 0.26% of 220,000 active; AID 1046, 2008;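 active = inhibition at or above 40%; inactive = inhibition below 40%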;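 also: 0% = enzyme with no compound and 100% = wells without enzyme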
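System – human alpha-thrombin protein · Reagent – Boc-VPR-AMC substrate, 15 µM final · Compound – 5 µM single dose in 0.2% DMSO · Schedule – reaction at room temperature · Technique – AMC fluorescence at 355 nm excitation and 460 nm emission · Read-out basis – % inhibition relative to enzyme controls and enzyme-free blanks · Control set – no-compound enzyme wells and no-enzyme blanks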
p47phox inh = p47phox/p22phox peptide binding inhibitors, primary screen, biochemical, uHTS, NADPH oxidase regulatory subunit; Neutrophil cytosol factor 1 (Homo sapiens), P14598; fluorescence polarization, 2 h; inhibition, % at 24.7 µM; 0.53% of 220,000 active;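 also: 0% = p47phox with labelled peptide and 100% = labelled peptide alone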
KLK5 inh = human KLK5 protease inhibitors, primary screen, biochemical, 1536-well; Kallikrein-5 (Homo sapiens), Q9Y337; recombinant hK5, fluorogenic AMC substrate cleavage; inhibition, % at 5 µM; 0.59% of 210,000 active;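 active = inhibition of 40% or more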;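 also: 0% = enzyme controls without compound and 100% = no-enzyme blanks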
Target sequence (Q9Y337 67-293 limits assumed): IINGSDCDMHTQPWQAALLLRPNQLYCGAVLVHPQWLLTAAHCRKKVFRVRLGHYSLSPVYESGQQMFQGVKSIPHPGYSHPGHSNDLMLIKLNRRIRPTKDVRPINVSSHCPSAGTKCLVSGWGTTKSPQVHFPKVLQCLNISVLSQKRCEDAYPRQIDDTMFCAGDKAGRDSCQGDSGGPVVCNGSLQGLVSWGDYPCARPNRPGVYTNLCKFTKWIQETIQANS
The depositor's hits bear a star; x = no result given; [ ] = remark or other dose.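 The calls were made as follows, unless noted: active = inhibition above about 30% (limit read from the data); inactive = the rest.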 Rows were taken by chance; overall some 4.7% were active at least once.

SMILES	eIF4E-4G inh	Rad51 HR inh	EBV gp42 block	14-3-3 Bad inh	Cl transport mod	Furin inhibitor	Thrombin inh	p47phox inh	KLK5 inh
c1ccc(CN2CCC(N=C3NN=C(c4ccc5c(c4)OCCO5)CS3)CC2)cc1	-3	-2	3	-11	-2	-18	2	-3	2
O=C(NC1CC1)c1ccc(-n2cccc2)cc1	-6	9	2	-3	0.3	-26	-1	7	1
COC(=O)C1=C(C)Nc2ncnn2C1c1ccc(OC(=O)c2ccccc2)cc1 (stereo unspecified)	-10	2	-16	12	0.78	-9	-1	5	0
O=C(C1CCCO1)N1CCN(C(=S)Nc2ccccc2Cl)CC1 (stereo unspecified)	4[fluorescence artefact?]	x	-24	-3	1.8	-14	-5	-3	-20
O=C(Nc1ccc2nn(-c3ccccc3)nc2c1)c1ccco1	0	4	-19	0	-0.058	-22[20 µM]	-2	-27	-9
NC(=S)N/N=C1/CCSc2ccc3ccccc3c21	-1	x	0	-2	4.4*	-6	6	-5	14
C=CCc1ccccc1OCC(=O)N/N=C/c1ccc(OC(C)=O)cc1OC(C)=O	19[fluorescence artefact?]	-1	-7	4[fluorescence artefact?]	-1.8	-17	-2	-3	-17
O=C(O)CCC(=O)c1ccc2c(c1)CCCC2	2	9	-10	-3	-0.31	-17	-2	-8	-25
Cc1nc2ncnn2c(C)c1CCC(=O)N1CCOCC1	-7[fluorescence artefact?]	4	0	-3	-0.085	-29	1	1	-20
C=CCC(NCCCO)c1cccc(OC)c1OC (stereo unspecified)	6	2	-12	12	-0.027	-16	1	1	-2
COc1ccc(CNS(=O)(=O)c2ccc(F)c(C(=O)Nc3ccccc3OC)c2)cc1	-1	4	3	17	-0.67	-18	-12	-8	-3
O=S(=O)(c1ccccc1)N1CCC(=NO)CC1	3	11	-10	-12	-0.22	-25	4	-7	12
CCn1ncc(Cl)c1C(=O)Nc1cc([N+](=O)[O-])ccc1OC	-1	x	0	-7	1.4	-6	-1	-6	-10
CC(C)C(=O)O/N=C(\N)c1ccccn1	2	x	-23	-6	0.17	-17	-9	-3	-26
Cc1cc(C)n(CC(O)Cn2c3ccc(Cl)cc3c3cc(Cl)ccc32)c(=O)n1 (stereo unspecified)	16	3	-7	1	-0.4	-25[20 µM]	-3	-19	-4
O=C(OCc1nnc(-c2ccccc2)o1)C12CC3CC(CC(Br)(C3)C1)C2	-1	-7	1	16	-0.21	-4	-21	0	-5
O=c1c(-c2ccccc2)c(O)c2cccc3c2n1CCC3	4	-10	-12	4	-0.078	-22	1	-5	0
O=C(NCCN1CCCCC1)c1ccc(Oc2cc(Cl)cc(Cl)c2)o1	6	-10	-9	-1	-0.069	-9	3	30*	-1
CN(C)Cc1c(O)ccc2occ(C(O)c3ccccc3)c12 (stereo unspecified)	-3	8	-34	10	0.11	-12	0	-13	-12
O/N=C1\CCCC\C1=C/c1ccccc1	1	x	5	12	-0.8	-17	-1	3	-10
CCOc1ccc(OCc2cccc(C(=O)O)c2)cc1	-3[fluorescence artefact?]	0	5	6[fluorescence artefact?]	x	x	1	-18	-18
CC1(C)CC(=O)C2=C(C1)NC1=C(C(=O)c3ccccc31)C2c1ccccc1 (stereo unspecified)	1	x	18	-22[fluorescence artefact?]	-1.8	-2	4	-25	7
O=C(N[C@@H](c1ccccc1)[C@@H]1C[C@H]1C(=O)O)OCc1ccccc1	0	1	-4	10	0.029	-6	-1	10	16
COP1(=O)C[C@@H](O)[C@@H](O)[C@@H](COCc2ccccc2)O1 (stereo partly specified)	-3	7	-24	-6	-0.27	-26	1	-8	-1
CN(CC(=O)NCc1ccccn1)S(=O)(=O)c1ccc(F)cc1	-2	x	-2	-1	x	-17	-6	6	x
CN(C)c1ccc(NS(=O)(=O)c2ccc(-c3csnn3)cc2)cc1	21	17	-3	0	x	-13	-2	-13	-1
COc1ccc(OCCc2nnc(N)s2)cc1	4	1	-5	8	0.88	-36[20 µM]	-1	-18	-5
Cc1cc(C)c(C)c(S(=O)(=O)N2CCN(C(=O)c3cc(=O)[nH]c4ccccc34)CC2)c1C	1	1	-7	-6	0.041	-9[20 µM]	-1	-4	-5
O=C(NCc1ccccc1)c1cnc(-c2ccccn2)nc1C(F)(F)F	-3[fluorescence artefact?]	2	0	6	-0.028	-21[20 µM]	1	-17	19
O=C(O)c1ccccc1SCc1ccc2c(c1)OCO2	-2[fluorescence artefact?]	-5	-6	17	x	7[20 µM]	-8	-15	-23
CCC(=O)Nc1nc2c(s1)COc1ccccc1-2	2	-3	-16	2	x	-28	2	-9	-11
CN1/C(=C\P(=O)(N(C)C)N(C)C)C(C)(C)c2ccccc21	2	2	0	-1	x	-24	4	-162	-15
COCc1cc(Sc2ccc(Cl)cc2)nc(-c2ccccc2)n1	-1	4	-22	-12	0.63	-16	5	-5	8
CN(C)c1ccc(C(=O)N/N=C/c2cc(Br)cc(Br)c2O)cc1	10	15	-16	-12	0.7	-22	-2	10	-10
COc1ccc(N2C(=O)C3CCCN3C2c2ccc(C)o2)cc1Cl (stereo unspecified)	5[fluorescence artefact?]	-3	-1	5	0.62	-15	1	-21	-3
CCOC(=O)Cc1csc(NC(=O)Nc2ccc(OC(F)(F)F)cc2)n1	1	20	-6	-15	0.39	-17	-6	-15	-4
CN(C)CCCNCCCCNC(=O)/C=N/O	-6	x	0	7	x	-21	-5	-4	8
O=C1NC(NS(=O)(=O)c2ccc(Cl)cc2)(C(F)(F)F)C(=O)N1CCc1ccccc1 (stereo unspecified)	0	x	-16	-2	-1.1	-7	-5	-10	-1
CCCn1nnnc1SCC(=O)c1ccc(NC(C)=O)cc1	-2	14	9	1	0.33	-27	-6	4	-9
c1ccc(Nc2ccc(-n3ccnc3)nn2)cc1	-4	8	-19	-10	-0.02	-10	-2	4	13
CCOC(=O)C1C(=O)N(C(=O)c2cncc(Br)c2)CC1c1ccccc1 (stereo unspecified)	1[fluorescence artefact?]	5	-11	1	x	-14	5	-1	5
C=CCOc1ccc(/C=C/C(C)=N\O)cc1	4	6	-17	1	x	-8	-2	-7	-7
O=C(CSCc1c(Cl)cccc1Cl)NCc1cccnc1	1	10	-13	-3	-0.65	-17[20 µM]	2	-9	2
Cc1ccc(NC2=CC(=O)C(=O)c3ccccc32)cc1	-2	2	0	-8[fluorescence artefact?]	0.58	3[20 µM]	4	12	-3
COc1ccc(NC(=O)COC(=O)c2ccncc2)c(OC)c1	0	5	-8	-7	-0.67	-24	-6	-5	0
Clc1ccc(CN(Cc2ccc(Cl)cc2)c2nn[nH]n2)cc1	-2	3	-9	-5	-5.9*	-26	-13	3	-3
O=S(=O)(O)c1nnc2sc3ccccc3n12	11[fluorescence artefact?]	-7	-5	55[fluorescence artefact?]	0.87	-26	3	8	-1
COc1ccc(C(=O)Nc2nc3ccccc3[nH]2)cc1S(=O)(=O)N1CCOCC1	1	-12	0	11	0.37	-8	-6	8	-4
Cc1cc(C(=O)Nc2ccccc2C#N)n(-c2ccccc2)n1	-7	14	-8	-2	0.2	-12	-1	-23	-6
Cc1nc2ccccc2n1Cc1n[nH]c(=S)n1-c1ccc(Cl)cc1	5	9	-6	-18	-0.28	-27	-1	-5	-34
CCOc1cccc(-c2cc(-c3n[nH]c(=S)n3CC)c3ccccc3n2)c1	x	-4	-12	x	x	-5[20 µM]	5	-1	-1
CCNc1nc(N)c(C(=O)c2ccc(Cl)s2)s1	-1	3	-8	-9	x	-11	5	-13	4
Nc1ccc(Oc2ccc(Br)cc2)cc1	-1	x	-2	-4	-0.2	-23	-2	-4	-26
CCN1CCCC1CNC(=O)c1cn(CC)c2ccc(S(=O)(=O)N3CCCCCC3)cc2c1=O (stereo unspecified)	8	x	18	23	0.2	-12	0	-10	-1
c1ccc(Sc2ncccn2)nc1	3	-5	-14	-5	0.68	-7	1	-20	1
Cn1c(=O)n(C)c2cc(/C=N/NC(=O)c3ccc(Cl)cc3)ccc21	2	1	4	5	-0.64	-6	-4	0	-1
CCOC(=O)N1CCN(C(=O)/C(=C/c2ccccc2OC)NC(=O)c2ccccc2)CC1	1	-14	-12	0	x	-19[20 µM]	3	-12	-4
Cc1ccc(C(=O)Nc2ccc(SC(F)F)cc2)s1	3	-2	6	-16	-0.013	-24	-1	-1	1
S=C(c1ccc2c(c1)OCO2)N1CCCCC1	4	-9	-3	-1	0.57	-12[20 µM]	5	-9	-11
COc1ccc(C(=O)NCc2nnc(SCC(=O)N3CCC(C)CC3)o2)cc1OC	-7[fluorescence artefact?]	9	-16	-9	0.29	-15[20 µM]	-1	-8	4
CCNC(=S)NNc1nc(N2CCOCC2)nc(N2CCOCC2)n1	2	-10	-4	-1	0.35	-5	-9	3	-3
Cc1cc(C)c2c(c1)NC(=O)C2(O)CC(=O)c1cccs1 (stereo unspecified)	1	5	6	9	0.5	-25[20 µM]	-8	2	-8
CCC(C)NC(=O)CN(c1ccc(OC)cc1)S(=O)(=O)c1ccccc1 (stereo unspecified)	-1	13	-11	2	0.043	-25	-8	-16	-7

As a short view, part of the list above:
SMILES	eIF4E-4G inh	Rad51 HR inh	EBV gp42 block	14-3-3 Bad inh	Cl transport mod	Furin inhibitor	Thrombin inh	p47phox inh	KLK5 inh
Cc1cc(C(=O)Nc2ccccc2C#N)n(-c2ccccc2)n1	-7	14	-8	-2	0.2	-12	-1	-23	-6
Cc1nc2ccccc2n1Cc1n[nH]c(=S)n1-c1ccc(Cl)cc1	5	9	-6	-18	-0.28	-27	-1	-5	-34
CCOc1cccc(-c2cc(-c3n[nH]c(=S)n3CC)c3ccccc3n2)c1	x	-4	-12	x	x	-5[20 µM]	5	-1	-1
CCNc1nc(N)c(C(=O)c2ccc(Cl)s2)s1	-1	3	-8	-9	x	-11	5	-13	4
Nc1ccc(Oc2ccc(Br)cc2)cc1	-1	x	-2	-4	-0.2	-23	-2	-4	-26
CCN1CCCC1CNC(=O)c1cn(CC)c2ccc(S(=O)(=O)N3CCCCCC3)cc2c1=O (stereo unspecified)	8	x	18	23	0.2	-12	0	-10	-1
c1ccc(Sc2ncccn2)nc1	3	-5	-14	-5	0.68	-7	1	-20	1
Cn1c(=O)n(C)c2cc(/C=N/NC(=O)c3ccc(Cl)cc3)ccc21	2	1	4	5	-0.64	-6	-4	0	-1
CCOC(=O)N1CCN(C(=O)/C(=C/c2ccccc2OC)NC(=O)c2ccccc2)CC1	1	-14	-12	0	x	-19[20 µM]	3	-12	-4

High-throughput results: PubChem, several laboratories
